# Source: PubChem BioAssay
# PGK inhibitor: inhibitors of T. brucei phosphoglycerate kinase; Potency, µM (highest dose often 57.5 µM), without a hit: at the top dose activity change, negative = inhibition, actives largely listed as inhibitors; PGK/GAPDH coupled, Kinase-Glo luminescence, 60 min; 0.043% of 380,000 active; further: potency means the concentration at half of the fitted maximal effect; on the % scale 0 is the no-effect control and ±100 the full control effect; nearly all actives have a fitted effect of over 60% in size
#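 Luminescent ATP detection (Kinase-Glo Plus) follows a 60-minute room-temperature incubation, with wells lacking PGK as controls. Buffer: 100 mM TEA (pH 7.6), 5 mM MgCl2, 0.01% Tween-20. Coupling enzyme GAPDH (100 nM final) supplies unstable 1,3-BPG in-well.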
# Pol beta inh: DNA polymerase beta (human) inhibition. Potency, µM (titrated, usually from 114 µM), without a hit: at the highest dose activity change, negative = inhibition, most hits filed as inhibitors. AID 485314. 1.3% of 340,000 active. P06746. Pol beta primer extension/strand displacement, fluorescence kinetic; further: potency means the concentration at half of the fitted maximal effect; on the % scale 0 is the no-effect control and ±100 the full control effect
#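 Preincubation: enzyme (10 nM) with compound, 15 min, RT. Reaction: substrate added to 50 nM final. Reads: 0 and 10 min. Analysis: normalized, Hill fit.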
# BLM helicase inh: Bloom syndrome helicase (human) inhibition; recombinant BLM DNA unwinding, fluorescence dequenching; Potency, µM (top dose mostly 56.1 µM), for inactives: at the highest dose activity change, negative = inhibition, most hits filed as inhibitors; 0.2% of 350,000 active; AID 2528;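 further: potency means the concentration at half of the fitted maximal effect; plate controls were vehicle for no effect and no enzyme for full effect; nearly all actives have a fitted effect of over 35% in size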
# POLH inh: blocks human DNA polymerase eta activity. recombinant Pol eta, fluorescent DNA replication assay. Potency, µM (titrated, usually from 114 µM), for inactives: at the top dose activity change, negative = inhibition, actives largely listed as inhibitors. 1.2% of 390,000 active; further: potency means the concentration at half of the fitted maximal effect; on the % scale 0 is the no-effect control and ±100 the full control effect
#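 Fluorescent replication assay: 50 nM final substrate added after a 15 min room-temperature compound preincubation with 10 nM enzyme. Signal taken at 0 min and again at 10 min.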
# APEX1 inh: inhibitors of human APE1 endonuclease | P27695 | recombinant APE1, TAMRA/BHQ-2 abasic DNA cleavage fluorescence | Potency, µM (top dose mostly 65.8 µM), inactives show top-dose activity change, negative = inhibition, most hits filed as inhibitors | 0.35% of 350,000 active;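 further: potency means the concentration at half of the fitted maximal effect; plate controls were vehicle for no effect and reference inhibitor for full effect; nearly all actives have a fitted effect of over 55% in size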
#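 Kinetic fluorescence read (525 ex/598 em nm, three reads 60 s apart) of AP-site incision; signal = third minus first read. Enzyme 0.75 nM, dual-labelled THF duplex 50 nM, compound preincubation 15 min RT.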
# RXFP1 antagonist: blocks the human relaxin receptor RXFP1; Q9HBX9; HEK293-RXFP1, relaxin-stimulated cAMP HTRF, 30 min; hits give low values; activity change, negative = inhibition, % at 57.5 µM; 0.59% of 350,000 active; AID 1259400;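 active means activity change of -60% or lower, but not beyond a set lower limit; inconclusive means change between -60% and -40%, or beyond the set limit; inactive means change above -40%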; further: on the % scale 0 is the no-effect control and ±100 the full control effect
# Anesthetic bind: candidate novel general anesthetic via apoferritin binding; P02791; apoferritin/1-aminoanthracene competitive binding, fluorescence; Potency, µM (series often up to 77.5 µM), inactives show top-dose activity change, negative = displacement, most hits filed as inhibitors; 0.074% of 350,000 active; AID 485281; further: potency means the concentration at half of the fitted maximal effect; on the % scale 0 is the no-effect control and ±100 the full control effect; nearly all actives have a fitted effect of over 20% in size
# Target sequence (P02791 2-175 limits assumed): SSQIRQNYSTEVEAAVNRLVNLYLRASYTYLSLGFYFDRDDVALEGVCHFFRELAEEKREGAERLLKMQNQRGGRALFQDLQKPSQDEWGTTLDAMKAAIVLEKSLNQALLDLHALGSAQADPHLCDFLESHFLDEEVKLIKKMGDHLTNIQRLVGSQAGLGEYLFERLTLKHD
#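 Read-out: endpoint 1-AMA fluorescence, excitation 380 nm and emission 535 nm, after compounds sit 10 min at room temperature with 10 uM horse-spleen apoferritin in 50% saturated 1-AMA/PBS. Values come from four-parameter Hill fits.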
# Pol kappa inh: inhibitors of human DNA polymerase kappa; Q9UBT6; purified Pol kappa, fluorescent DNA synthesis assay, 10 min; Potency, µM (top dose mostly 107 µM), for the others: top-dose activity, negative = inhibition, usual class: inhibitors; 0.53% of 400,000 active; AID 588579; further: potency means the concentration at half of the fitted maximal effect; on the % scale 0 is the no-effect control and ±100 the full control effect
# Target sequence (Q9UBT6 whole entry, looked up): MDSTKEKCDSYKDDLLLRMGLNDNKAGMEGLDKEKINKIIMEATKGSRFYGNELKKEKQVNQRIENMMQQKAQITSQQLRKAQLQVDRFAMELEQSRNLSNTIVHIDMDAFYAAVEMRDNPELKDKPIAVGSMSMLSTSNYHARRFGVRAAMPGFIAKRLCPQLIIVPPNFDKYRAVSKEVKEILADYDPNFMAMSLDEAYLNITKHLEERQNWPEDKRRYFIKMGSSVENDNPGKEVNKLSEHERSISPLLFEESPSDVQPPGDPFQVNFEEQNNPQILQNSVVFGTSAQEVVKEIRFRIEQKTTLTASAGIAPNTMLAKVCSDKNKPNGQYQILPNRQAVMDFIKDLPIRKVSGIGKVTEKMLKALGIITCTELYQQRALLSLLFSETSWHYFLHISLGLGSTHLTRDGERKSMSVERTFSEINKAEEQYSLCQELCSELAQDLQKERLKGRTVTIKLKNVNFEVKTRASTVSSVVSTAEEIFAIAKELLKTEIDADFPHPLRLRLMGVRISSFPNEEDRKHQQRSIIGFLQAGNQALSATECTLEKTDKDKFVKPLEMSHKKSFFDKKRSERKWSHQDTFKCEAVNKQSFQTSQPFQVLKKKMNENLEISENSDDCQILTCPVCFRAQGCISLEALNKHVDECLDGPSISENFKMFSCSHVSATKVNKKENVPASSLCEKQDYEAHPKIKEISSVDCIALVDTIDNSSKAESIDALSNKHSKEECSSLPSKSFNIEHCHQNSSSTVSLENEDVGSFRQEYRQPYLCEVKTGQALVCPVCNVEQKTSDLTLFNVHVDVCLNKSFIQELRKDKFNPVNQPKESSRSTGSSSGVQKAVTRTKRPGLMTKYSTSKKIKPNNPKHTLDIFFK
#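 Readout: fluorescence, taken kinetically at 0 and 10 min. Conditions: 10 nM Pol kappa, 15 min RT compound preincubation, 50 nM substrate final. Controls: enzyme-free buffer wells.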
# POLI inh: inhibitors of human DNA polymerase iota; 1% of 390,000 active; Pol iota fluorescent replication assay, 10 min; Potency, µM (top dose mostly 115 µM), inactives show top-dose activity, negative = inhibition, usual class: inhibitors; AID 588590; Q9UNA4; further: potency means the concentration at half of the fitted maximal effect
#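 Pol iota at 10 nM preincubated 15 min with compounds at room temperature; reaction started with fluorescent substrate, 50 nM final. Fluorescence read kinetically at 0 and 10 min; buffer-only wells as negative control.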
# An asterisk follows results filed as active; i = inactive; u = inconclusive; x = no result given; & = joins results of further samples; [ ] = another dose, or the depositor's remark. Unless noted, the call rests on the fitted dose curve; in most records, active means well fitted curve in the direction sought with a large enough effect; inconclusive means small, poorly fitted or top-dose-only effect, or another doubt; inactive means no such curve, though single readings can be large; an effect the other way counts as inactive or inconclusive. Some of the compounds tested; rates above refer to the full screens.
SMILES,PGK inhibitor,Pol beta inh,BLM helicase inh,POLH inh,APEX1 inh,RXFP1 antagonist,Anesthetic bind,Pol kappa inh,POLI inh
CS(=O)(=O)Nc1ccccc1C(=O)NCCSc1ccc(Cl)cc1,-4%,25%,-18%,-13%,-2%,-1,-17%,6%,8%
O=C(O)/C=C/c1ccc2ccccc2n1,-16%,2%,-6%,3%,-3%,3,0%,-6%[60.1 µM],-2%
O=c1cc(CSc2nnc(COc3ccc(Cl)cc3)o2)c2ccccc2[nH]1,-5%,0%,-4%,-12%,-10%,13,7%,1%,22%
Cc1cc(C)nc(N/N=C/c2ccc([N+](=O)[O-])o2)n1,-1%,73%,-4%,-16%,-9%,7,1%,2%,-6%
CCCN1C2=NCCN2c2cc(C)c(C)cc21,1%,21%,-2%,-10%,-1%,-9,-11%,-4%,21%
COc1ccccc1CNC(=O)c1ccccc1NC(=O)C1=C(C)OCCS1,-4%,21%,-6%,-16%,16%,14,2%,-2%,-22%
CCCCn1c(N)c(N(CCC(C)C)C(=O)COC(=O)c2ccc3ccccc3c2)c(=O)[nH]c1=O,1%,x,x,12%,10%,-11,x,-6%,22%
COc1cccc(CNC(=O)CCCn2c(=O)c3cccn3c3cccnc32)c1OC,0%,11%,-1%,-11%,x,-5,1%,3%,14%
Brc1ccc(OCc2nnc(SCC3CCCCC3)o2)cc1,-9%,1%,-4%,-10%,0%,-7,-21%,-24%,27%
O=C(COC(=O)C1CCN(S(=O)(=O)c2cc([N+](=O)[O-])ccc2Cl)CC1)Nc1ncc(Cl)cc1Cl,u,8.9µM*,-6%,8.9µM*,u,-8,u,79µM*,u
COc1ccccc1-c1cccc([C@@H]2C[C@H]3[C@H](CON3C)CN2C(=O)C(C)(C)C)c1,8%,x,x,-9%,x,x,x,-17%,18%
Cc1c(=O)n(OCc2ccc(Cl)cc2)c2ccccc2[n+]1[O-],4%,11%,-6%,-21%,2%,1,-11%,6%,103%[activator]
Cc1ccc(NC(=S)NNC(=O)c2c([N+](=O)[O-])c(C)nn2C)cc1,i,u,-1%,-11%,-1%,13,-13%,0%,-4%
Cc1sccc1/C=N/NC(=O)c1cccc2ccccc12,-3%,21%,-5%,-8%,2%,-1,-1%,2%,11%
Nn1cnnc1SC1CCCCC1NS(=O)(=O)c1ccccc1 (stereo not drawn),-5%,-23%,-2%,-3%,5%,0,-4%,-6%,-8%
Cc1ccc(OCCCC(=O)N(C)CC(=O)Nc2ccccc2Cl)cc1,-4%,x,x,-7%,-4%,1,x,-14%,23%
Cc1ccc(S(=O)(=O)N2CC(O)CC2C(=O)O)cc1 (stereo not drawn),i,9%,-3%,-4%,4%,3,-12%,2%,134%[activator]
CCN(CC)S(=O)(=O)c1ccc(NC(=O)CCc2c(C)nc3cc(-c4ccc(Cl)cc4)nn3c2C)cc1,-14%,1%,-10%,-5%,x,-12,-6%,-6%,3%
COc1ccc(CCC(=O)NNC(=O)Nc2cccc(Cl)c2)cc1,6%,35%,-4%,-14%,4%,6,-17%,1%,14%
CCCCn1c(=O)[nH]c(=O)c2c1nc(-c1ccc(-c3ccccc3Br)o1)n2CC,0%,-1%,-3%,-7%,-3%,-21,-21%,-20%,u
O=C(CCl)NCCCCCCCCCNC(=O)CCl,4%,6%,1%,-10%,-2%,4,-11%,-2%,-2%
Cc1nc(NCc2ccco2)c2c3c(sc2n1)CCC3,-6%,u,-11%,u,12%,4,-9%,-4%,u
Cc1cccc(-n2ncc3c(=O)[nH]c(SCC(=O)N4CC(=O)Nc5ccccc54)nc32)c1,3%,x,x,-8%,-20%,2,x,-11%,-16%
CCOC(=O)C1CCCN(S(=O)(=O)c2ccc(OC)c3ccccc23)C1 (stereo not drawn),-5%,8%,-4%,-14%,-7%,7,1%,-7%,1%
O=C(Nc1cc(=O)c2ccccc2o1)N1CCOCC1,-3%,1%,-4%,6%,-3%,16,5%,-11%,u
O=C(CN1CCN(S(=O)(=O)c2ccccc2)CC1)Nc1cccc(C(F)(F)F)c1,i,6%,-8%,-16%,-7%,-12,u,3%,-8%
Cc1ccccc1OC(=O)n1c(=S)oc2cc(Cl)ccc21,1%,4%,4%,-10%,1%,-16,u,-3%,-9%
COc1ccc(CN2CCN(S(=O)(=O)c3ccccc3)CC2)c(OC)c1,-8%&-5%,u,-2%&0%,-16%&-11%,-1%,-4,-22%&3%,2%&-29%,u
CCN(CC)C(=O)CSc1nc(COc2ccccc2)nc2ccccc12,8%,u,1%,-4%,0%,4,-15%,-5%,-7%
CCCCOc1cccc(OCC(=O)Nc2nc3ccccc3[nH]2)c1,i,-4%,-3%,-16%,-4%,-15,u,-3%,5%
CCCc1cc(=O)n2[nH]c(-c3ccc(Br)cc3)cc2n1,-7%,1%,0%,9%,0%,-5,-2%,-4%,0%
Cc1cc(C)nc(SCCn2c(N3CCC(C)CC3)nc3c2c(=O)n(C)c(=O)n3C)n1,x,20%,-2%,x,15%,x,-10%,x,x
Cc1cccc(CN2CCSc3sccc3C2=O)c1,1%,26%,-2%,0%,-3%,-27,u,-6%,78%[activator]
CN(Cc1ccccc1)C(=O)CN1C(=O)COc2ccc(S(=O)(=O)N3CCCC3)cc21,-5%,4%,-3%,-19%,16%,8,-4%,-16%,72%[activator]
COc1cc(/C=C\C(=O)NCc2ccc3c(c2)cc(C)n3C)cc(OC)c1OC,-5%,11%,-4%,-26%,-7%,4,3%,-11%,u
COc1cccc(-c2cn(C[C@H]3CC[C@@H]([C@@H]4CC[C@H](Cn5cc(-c6cccc(OC)c6)nn5)O4)O3)nn2)c1,-10%,16%,0%,-3%,6%,x,-10%,7%,27%
C=C(C)C(=O)Nc1cccc(C2=NOC3(C2)C[C@H](C(N)=O)N(C(=O)COc2ccc(Cl)cc2)C3)c1 (stereo partly drawn),u,4.5µM*,-15%,7.9µM*,u,x,-5%,18µM*,45µM*
CCn1c(-c2cc(-c3ccc(OC(C)C)cc3)nc3ccccc23)n[nH]c1=S,i,-1%,-7%,-15%,u,-28,223%[activator],-4%,-15%
Cc1nnc(SCC(=O)Nc2ccc3c(c2)OCO3)n(N)c1=O,i,26%,-2%,-10%,-5%,12,2%,-24%,18%
Nc1ncc2c(n1)-c1cc(Cl)ccc1SC2,-8%,40%,-4%,6%,3%,-10,-11%,1%,81%[activator]
COc1ccc2cc(OCC(=O)NNC(=O)Nc3ccc(F)cc3)ccc2c1,-6%,7%,-5%,3%,-1%,-5,-6%,-9%,u
Cc1cccc(Cn2c(C(C)O)nc3ccccc32)c1 (stereo not drawn),0%,-2%,1%,-12%,-4%,-4,-3%,-7%,1%
CCC(=O)N1CCc2cc(S(=O)(=O)NCCC(=O)N3CCN(Cc4ccccc4)CC3)ccc21,-2%,2%,0%,0%,-2%,11,-13%,-9%,6%
COc1cc2ncnc(NCc3ccccc3)c2cc1OC,i,10%,3%,-5%,-3%,3,9%,-1%,6%
S=c1nc(-c2ccccc2)[nH]c2ccc(Br)cc12,-4%,13%,-3%,-4%,-5%,2,1%,-11%,10%[58.9 µM]
C(=C\c1ccc2ccccc2n1)/c1ccccc1,u,50%,-1%,-9%,23%,-2,-7%,-19%&7%,-20%&38%
Cc1noc(/C=C/N(C)C)c1S(=O)(=O)N1CCN(c2ccccc2)CC1,-8%,9%,-8%,-17%,-5%,-3,2%,10%,-15%
Cc1ccccc1N=C1NC(=O)/C(=C/c2cccn2C)S1,i,0%,-16%,-15%,-5%,-14,u,1%,3%
Cc1ccc(CNC(=O)c2ccc(Cn3nc(C)cc3C)o2)cc1,-3%,30%,-2%,-4%,20%,-117*,-1%,8%,4%
CCN1C(=O)[C@H]2[C@@H](c3ccc(SC4CCCCC4)c(OC)c3)N3CCCC[C@@]3(C(=O)OC)[C@H]2C1=O,3%,x,x,-15%,23%,x,x,-16%,22%

# Reformatted as labelled records: entries from further up.
Cc1ccc(NC(=S)NNC(=O)c2c([N+](=O)[O-])c(C)nn2C)cc1
  PGK inhibitor: i; Pol beta inh: u; BLM helicase inh: -1%; POLH inh: -11%; APEX1 inh: -1%; RXFP1 antagonist: 13; Anesthetic bind: -13%; Pol kappa inh: 0%; POLI inh: -4%

Cc1sccc1/C=N/NC(=O)c1cccc2ccccc12
  PGK inhibitor: -3%; Pol beta inh: 21%; BLM helicase inh: -5%; POLH inh: -8%; APEX1 inh: 2%; RXFP1 antagonist: -1; Anesthetic bind: -1%; Pol kappa inh: 2%; POLI inh: 11%

# (listing goes on)
SMILES,PGK inhibitor,Pol beta inh,BLM helicase inh,POLH inh,APEX1 inh,RXFP1 antagonist,Anesthetic bind,Pol kappa inh,POLI inh
Cc1cc(NC(=O)CCNS(=O)(=O)c2ccc3c(c2)CCCC(=O)N3)ccc1Br,-1%,-5%,-1%,0%,x,x,-17%,-4%,-25%
CCCc1ccc(S(=O)(=O)NCc2nnc(SC)n2C)cc1,-9%,0%,-7%,-4%,51%,3,0%,1%,14%
CC1CCN(S(=O)(=O)c2ccc(F)c(C(=O)O)c2)CC1,-10%,15%,-3%,8%,11%,2,-6%,2%,u
COc1cc(/C=N/Nc2nnc3c(n2)[nH]c2ccccc23)ccc1O,-11%,u,-7%,u,0%,x,-17%,-6%,40µM*
Cc1c(Br)c(C(F)(F)F)nn1CC(=O)NCC1CCCO1 (stereo not drawn),-5%,11%,-4%,-7%,-1%,-6,-18%,-5%,-16%
Cc1csc(NC(=O)CSc2nc(C(C)C)nc3c2c(=O)n(C)c(=O)n3C)n1,4%,24%,-6%,-23%,3%,0,-1%,4%,34%[activator]
C=CCSC1=C(C#N)C(c2ccccc2Cl)C(C(=O)c2cccs2)C(O)(C(F)(F)F)N1 (stereo not drawn),i,-18%,-17%,-17%,5%,u,-15%,-6%,u
COc1cc(OC)c(NC(=O)c2cc(S(=O)(=O)N3CCOCC3)cn2C)cc1Cl,-2%,32%,-3%,-6%,2%,u,-18%,-5%,-23%
